High-throughput results deposited in PubChem by several laboratories.
MT1-MMP act inh: blockers of MT1-MMP proenzyme processing, primary screen, HT1080 RFP-PRO-GFP cells, GFP/RFP fluorescence. Matrix metalloproteinase-14 (Homo sapiens), P50281. GFP/RFP ratio fluorescence, overnight; percent of plate control window, DMSO zero. GFP/RFP ratio change, % at 20 µM. hit rate 0.061% among 360,000. AID 651647, 2012;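 active means GFP/RFP ratio change of at least 30% with cell ATP level not reduced by more than half and red fluorescence within 50% of control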; further: strong numbers were not always called active
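system = RFP-PRO-GFP reporter HT1080 cells | dosing = 20 µM single dose, 1% DMSO | timing = overnight cell settling, then overnight compound exposure, 37 °C, 5% CO2 | read-out basis = GFP/RFP fluorescence ratio | controls = DMSO and RFP-L50D-GFP cell wells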
NadD block: inhibitors of S. aureus NadD, primary screen, biochemical, colorimetric, uHTS | inhibition, % at 20 µM | purified NadD enzyme, colorimetric absorbance read-out | hit rate 0.78% among 360,000 | Nicotinate-nucleotide adenylyltransferase NadD (Staphylococcus aureus N315); in the data active means inhibition above about 26%; further: some compounds past the cut are filed as inactive
SKN-1 inh: suppressors of acrylamide-induced Pgst-4::GFP reporter in worms, primary screen, SKN-1 inhibitor project, whole organism, uHTS, GFP/RFP fluorescence ratio, strain VP596. inhibition, % at 21.8 µM. hit rate 0.49% among 360,000. C. elegans VP596 Pgst-4::GFP/RFP ratio, 24 h;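 active means interference check ratio from 0.5 to 1.5 plus GFP to RFP signal ratio inhibition reaching or exceeding a fixed threshold, cut at about 30% in these data, passing the limit was not always enough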; further: some compounds called inactive have numbers as strong as hits
Neddyl block: inhibitors of cullin neddylation, primary screen, biochemical, TR-FRET, uHTS, NAE and Ubc12 | hit rate 0.58% among 360,000 | calls only at 25 µM | NEDD8-conjugating enzyme Ubc12 (Homo sapiens) + NEDD8-activating enzyme E1 regulatory … | AID 651699, 2012; in the data active means inhibition above about 36%
FAS TE block: FAS thioesterase domain inhibitors, primary screen, biochemical, fluorescence intensity, uHTS; inhibition, % at 15 µM; Fatty acid synthase (Homo sapiens), P49327; hit rate 0.67% among 360,000; recombinant FAS-TE, OMFH fluorogenic substrate, fluorescence endpoint;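 active means compounds whose normalised, plate-corrected inhibition of enzyme fluorescence in the single-dose primary screen is 50% or more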;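 further: 0% = DMSO with enzyme and 100% = substrate without enzyme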
CSN deneddyl inh: inhibitors of CSN-mediated cullin deneddylation, primary screen, biochemical, fluorescence polarization, uHTS; COP9 signalosome complex subunit 5 (Homo sapiens), Q92905; Purified CSN, SCF-Nedd8-OG deneddylation; inhibition, % at 12.5 µM; hit rate 0.38% among 360,000; AID 651999, 2013;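 active means pattern-corrected inhibition above about 35%, with an unprinted fluorescence ratio check between 0.5 and 1.5, limit read from the data, passing the limit was not always enough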;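 further: 0% = enzyme with substrate and 100% = substrate without enzyme; some results filed as inactive read as strong as hits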
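Material: purified human Csn5 enzyme expressed in HEK293T cells / Medium: Tris buffer pH 7.5, NaCl, DTT, Tween-20, trehalose, ovalbumin / Compound dosing: 12.5 µM single point / Schedule: 90 min incubation of compound, enzyme and substrate at room temperature / Signal: fluorescence polarization of the substrate / Control set: no-enzyme wells high, enzyme-with-substrate wells low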
Rin1 Abl inh: inhibitors of Rin1-Abl protein binding, primary screen, biochemical, TR-FRET. AID 588664, 2011. inhibition, % at 7.35 µM. hit rate 0.4% among 360,000; in the data active means inhibition above about 5%, passing the limit was not always enough
PABP1 MLLE inh: inhibitors of PABP1 MLLE–PAM2 peptide binding, primary screen, biochemical, fluorescence polarization, FITC-PAM2, GST-MLLE | Polyadenylate-binding protein 1 (Homo sapiens), P11940 | inhibition, % at 20 µM | hit rate 0.36% among 360,000 | AID 588489, 2011; in the data active means inhibition above about 35%, passing the limit was not always enough;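 further: plate controls were DMSO wells with GST-MLLE for no effect and wells lacking GST-MLLE protein for full effect; some results filed as inactive read as strong as hits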
Target sequence (P11940 whole entry, looked up): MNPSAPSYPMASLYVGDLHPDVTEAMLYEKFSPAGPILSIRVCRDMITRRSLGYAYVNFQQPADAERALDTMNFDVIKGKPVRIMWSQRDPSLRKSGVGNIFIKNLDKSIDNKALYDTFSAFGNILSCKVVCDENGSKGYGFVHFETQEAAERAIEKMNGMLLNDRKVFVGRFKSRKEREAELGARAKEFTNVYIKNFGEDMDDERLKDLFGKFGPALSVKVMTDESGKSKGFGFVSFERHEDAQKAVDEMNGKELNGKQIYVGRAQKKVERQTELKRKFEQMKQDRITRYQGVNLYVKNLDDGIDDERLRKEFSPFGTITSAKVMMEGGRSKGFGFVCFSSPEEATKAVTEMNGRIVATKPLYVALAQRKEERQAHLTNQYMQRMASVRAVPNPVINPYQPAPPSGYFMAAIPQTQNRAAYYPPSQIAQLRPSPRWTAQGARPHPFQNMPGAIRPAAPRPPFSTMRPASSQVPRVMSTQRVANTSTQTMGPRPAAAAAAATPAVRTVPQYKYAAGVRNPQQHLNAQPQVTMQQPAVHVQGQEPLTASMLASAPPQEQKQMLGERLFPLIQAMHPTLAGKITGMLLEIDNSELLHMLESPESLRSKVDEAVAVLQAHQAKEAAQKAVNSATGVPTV
Rpn11 block: Rpn11 (PSMD14) deubiquitinase inhibitors, primary screen, biochemical, fluorescence polarization, uHTS; hit rate 0.59% among 360,000; human 26S proteasome, Ub4-pepOG fluorescence polarization; 20S core pre-blocked with epoxomicin; 26S proteasome non-ATPase regulatory subunit 14 (Homo sapiens), O00487; calls only at 20 µM;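 active means inhibition at 20 µM, scaled to each plate's controls, above about 33%, limit read from the data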
Target sequence (O00487 whole entry, looked up): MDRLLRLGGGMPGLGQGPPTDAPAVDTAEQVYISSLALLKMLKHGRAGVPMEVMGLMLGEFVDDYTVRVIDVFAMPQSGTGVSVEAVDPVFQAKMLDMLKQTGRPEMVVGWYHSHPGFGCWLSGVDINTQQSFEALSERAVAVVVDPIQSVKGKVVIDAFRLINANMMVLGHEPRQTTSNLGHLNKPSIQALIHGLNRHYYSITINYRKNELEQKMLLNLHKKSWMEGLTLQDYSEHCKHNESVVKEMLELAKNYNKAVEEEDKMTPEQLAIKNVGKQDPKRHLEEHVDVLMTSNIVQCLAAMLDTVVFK
* hit, by the source's call; i = inactive; . = not tested or not shown.

SMILES	MT1-MMP act inh	NadD block	SKN-1 inh	Neddyl block	FAS TE block	CSN deneddyl inh	Rin1 Abl inh	PABP1 MLLE inh	Rpn11 block
CC1CCCN(C(=O)COC(=O)COc2ccc(C#N)cc2)C1 (stereo not given)	3	-7	-30	i	-8	-1	1	-3	i
CC(=O)/C(=N/Nc1ccccc1C)N1CCOCC1	12	-2	-3	i	-6	0	0	12	i
C=CCn1c(=NC(=O)c2cccs2)sc2cc(NC(C)=O)ccc21	-9	-1	-4	i	3	7	0	-2	i
CC1CC(C)CN(C(=O)COC(=O)c2ccc3c(c2)OCO3)C1 (stereo not given)	3	-1	-1	i	1	-3	1	4	i
Cc1cc(C)c(S(=O)(=O)Nc2ccc(N(C)C)cc2)c(C)c1-n1cnnn1	0	2	6	i	14	4	0	7	i
CCOC(=O)c1c(-c2ccc(C)o2)csc1NC(=O)COC(=O)c1ccc(NC(N)=O)cc1	-9	19	-2	i	6	10	1	8	i
O=C1NCCNC(=O)c2ccccc2OCCOc2ccccc21	3	0	-1	i	-3	1	-2	0	i
COc1ccc(C2=NN(C(=O)CCC(=O)O)C(c3ccc(F)cc3)C2)cc1 (stereo not given)	-1	1	11	i	-7	-4	-1	11	i
CC1=C(C(=O)N(C)Cc2ccccc2)C2(CCC(C)CC2)OC1=O (stereo not given)	1	-6	-10	i	-4	-1	-2	8	i
O=C(Cc1ccc(F)cc1)NC1CCCCCC1	1	0	5	i	0	2	2	-6	i
O=S(=O)(N=S(N1CCCCC1)N1CCCCC1)c1ccccc1	3	-2	7	i	-5	2	-1	8	i
Cc1onc(-c2c(F)cccc2Cl)c1C(=O)NNC(=O)C1CCN(Cc2ccccc2)CC1	1	-7	-2	i	-4	-1	2	9	i
CC(=O)c1ccn(S(=O)(=O)c2ccccc2)c1	1	1	-13	i	-7	-12	-7	-7	i
CC(=O)c1cnn(-c2cc(Oc3ccccc3C)ncn2)c1C	3	-5	4	i	-1	-1	2	-14	i
CSc1nsc(SC)c1C(=O)N1CCN(S(=O)(=O)c2ccc(C)cc2)C1C (stereo not given)	-1	-1	-7	i	7	1	1	13	i
Cc1ccc(S(=O)(=O)c2c(C)nn(C(C)(C)C)c2OC(=O)c2ccc(Br)o2)cc1	-3	-2	23	i	15	3	3	5	i
O=C(Nc1ccc2c(c1)OCCO2)c1cccnc1	-7	-1	-24	i	-9	-1	1	-2	i
O=C(c1cc(-c2ccccc2)on1)N1CCN(c2ccccc2)CC1	2	-1	4	i	18	0	-1	-6	i
O=S(=O)(c1ccc(NC(=S)N/N=C/c2ccc(N3CCOCC3)cc2)cc1)N1CCOCC1	2	1	9	.	3	-2	-2	30	i
COc1cc(N)ccc1C(=O)O	3	0	-24	i	-10	3	-2	-1	i
CCCn1c(N)c(Br)c(=O)[nH]c1=O	-3	-10	3	i	-4	1	1	-29	i
O=C1C=C(Nc2ccccc2)c2ccccc2C1=O	6	6	8	i	13	11	-16	9	i
Cc1ccc(Cl)c(OCC(=O)N2CCc3ccccc3C2)c1	-1	-3	-4	i	20	3	3	4	i
CCN(CC)CCNC(=O)c1ccc(NC(=O)COc2ccccc2F)cc1	-1	6	3	i	-6	2	-4	12	i
Cc1ccc(OCC(=O)c2cc(C)c(C)cc2C)c([N+](=O)[O-])n1	3	1	10	i	2	-3	1	-2	i
CCCCOc1ccccc1/C=N/NC(=O)CC#N	2	-1	-10	i	-12	3	1	10	i
O=C(CN1CCCCC1)n1c2ccccc2c2ccccc21	1	-2	-2	i	10	3	-5	5	i
COCCN(C(=O)c1cc(-c2ccco2)nc2ccccc12)c1c(N)n(Cc2ccccc2)c(=O)[nH]c1=O	1	12	19	i	-1	37*	0	14	i
Nc1[nH]c(C(=O)c2ccccc2)c(-c2ccccc2Br)c1C(=O)NCCc1c[nH]c2ccccc12	2	43*	-8	i	23	3	.	.	.
CC(=O)C[C@H](O)CC(=O)[C@H]1OC(=O)CCCCCc2ccccc21	3	-6	13	i	0	-4	1	-4	i
COc1ccc(-c2cn3cccnc3n2)cc1	0	-2	7	.	-6	5	-1	-2	i
Nc1cccc(-c2cncc(N3CCN(Cc4ccccn4)CC3)n2)c1	0	3	2	i	-9	-3	-7	11	i
C=CCn1c(-c2cccn(Cc3cccc(Cl)c3)c2=O)n[nH]c1=S	1	-3	-20	i	-8	1	2	16	i
CC(C)(C)n1ncc2c(=O)n(CC(=O)N3CCCCCC3)cnc21	2	-1	6	i	-5	1	0	3	i
Cc1ccc(NC(=S)Nc2ccc(Cl)c(Cl)c2)c(OC(F)F)c1	2	0	16	i	30	7	-3	14	i
O=C(CSc1nnc(-c2ccco2)n1-c1ccccc1)NCc1ccc2c(c1)OCO2	-2	-7	-5	i	-7	-7	3	-7	i
Cn1c(SCC(=O)NCCc2ccccc2)nnc1-c1ccncc1	4	-2	24	i	-6	2	2	-8	i
CCO[C@H]1OC(C(=O)N2CCN(Cc3ccc4c(c3)OCO4)CC2)=C[C@@H](c2ccc(C(F)(F)F)cc2)[C@@H]1CCCO	0	-6	14	i	11	-3	1	11	i
CCOc1cc(/C=N/NC(=O)Nc2ccccc2)ccc1O	14	1	-9	i	-1	-2	2	-15	i
COc1ccc(N/N=C(/N=Nc2nc(C)cc(=O)[nH]2)c2ccccc2)cc1	7	4	-16	i	2	-4	2	2	i
COCCn1nnnc1C(c1ccccc1OC)N1CCN(c2ccccc2)CC1 (stereo not given)	-1	8	7	i	0	4	2	-7	i
CC(C)(C)NC(=O)COC(=O)c1cc(Br)ccc1Cl	0	-1	1	i	-1	-2	-2	-14	i
C/C(=N\NC(=O)C(c1ccccc1)c1ccccc1)c1ccccn1	-3	-4	8	i	-9	-3	0	-8	i
CCc1sc2nc(SCC(=O)Nc3cc(C)on3)n(-c3cccc(OC)c3)c(=O)c2c1C	0	23	-11	i	-11	-1	2	-31	i
C=CCNC(=O)c1ccccc1NC(=O)c1ccccc1	0	1	8	i	0	-3	2	-5	i
NC(Cc1ccc(Cl)cc1)c1csc(Nc2cc(NCCCO)ncn2)n1 (stereo not given)	-8	-2	20	i	-5	2	-1	-10	i
CCC(c1nnnn1-c1c(C)cccc1C)N1CCN(c2cccc(C(F)(F)F)n2)CC1 (stereo not given)	-6	0	0	i	24	-2	.	.	.
O=C(O)Cn1ccc2cc(S(=O)(=O)N3CCCCC3)ccc21	-1	-3	-16	i	-11	1	-4	13	i

Part of the list above, with values under each structure:
Value order: MT1-MMP act inh, NadD block, SKN-1 inh, Neddyl block, FAS TE block, CSN deneddyl inh, Rin1 Abl inh, PABP1 MLLE inh, Rpn11 block
- Cc1ccc(NC(=S)Nc2ccc(Cl)c(Cl)c2)c(OC(F)F)c1
    2, 0, 16, i, 30, 7, -3, 14, i
- O=C(CSc1nnc(-c2ccco2)n1-c1ccccc1)NCc1ccc2c(c1)OCO2
    -2, -7, -5, i, -7, -7, 3, -7, i
- Cn1c(SCC(=O)NCCc2ccccc2)nnc1-c1ccncc1
    4, -2, 24, i, -6, 2, 2, -8, i
- CCO[C@H]1OC(C(=O)N2CCN(Cc3ccc4c(c3)OCO4)CC2)=C[C@@H](c2ccc(C(F)(F)F)cc2)[C@@H]1CCCO
    0, -6, 14, i, 11, -3, 1, 11, i
- CCOc1cc(/C=N/NC(=O)Nc2ccccc2)ccc1O
    14, 1, -9, i, -1, -2, 2, -15, i
- COc1ccc(N/N=C(/N=Nc2nc(C)cc(=O)[nH]2)c2ccccc2)cc1
    7, 4, -16, i, 2, -4, 2, 2, i
- COCCn1nnnc1C(c1ccccc1OC)N1CCN(c2ccccc2)CC1 (stereo not given)
    -1, 8, 7, i, 0, 4, 2, -7, i
- CC(C)(C)NC(=O)COC(=O)c1cc(Br)ccc1Cl
    0, -1, 1, i, -1, -2, -2, -14, i
- C/C(=N\NC(=O)C(c1ccccc1)c1ccccc1)c1ccccn1
    -3, -4, 8, i, -9, -3, 0, -8, i
- CCc1sc2nc(SCC(=O)Nc3cc(C)on3)n(-c3cccc(OC)c3)c(=O)c2c1C
    0, 23, -11, i, -11, -1, 2, -31, i
- C=CCNC(=O)c1ccccc1NC(=O)c1ccccc1
    0, 1, 8, i, 0, -3, 2, -5, i
- NC(Cc1ccc(Cl)cc1)c1csc(Nc2cc(NCCCO)ncn2)n1 (stereo not given)
    -8, -2, 20, i, -5, 2, -1, -10, i
- CCC(c1nnnn1-c1c(C)cccc1C)N1CCN(c2cccc(C(F)(F)F)n2)CC1 (stereo not given)
    -6, 0, 0, i, 24, -2, ., ., .
- O=C(O)Cn1ccc2cc(S(=O)(=O)N3CCCCC3)ccc21
    -1, -3, -16, i, -11, 1, -4, 13, i

(further entries)
SMILES	MT1-MMP act inh	NadD block	SKN-1 inh	Neddyl block	FAS TE block	CSN deneddyl inh	Rin1 Abl inh	PABP1 MLLE inh	Rpn11 block
O=C(COC(=O)CC1CCCC1)Nc1ccc(OC(F)F)cc1	3	-6	6	i	5	-6	2	7	i
O=C(COc1ccccc1)Nc1ccc(S(=O)(=O)N2CCCCCC2)cc1	-3	-6	-3	i	26	2	-4	2	i
Clc1ccc2c(c1)c1cc(Cl)ccc1n2CN1CCOCC1	3	-6	33*	i	30	1	0	5	i
O=C(CSC1=Nc2ccccc2C2=NC(CC(=O)NCc3ccco3)C(=O)N12)NCc1ccco1 (stereo not given)	-2	12	28	i	-8	3	-4	39*	i
O=C(COC(=O)Cc1c(Cl)cccc1Cl)NCC1CCCO1 (stereo not given)	-3	-7	-2	i	-3	-9	-2	-2	i
O=c1[nH]cnc2cc(-c3ccccc3)sc12	6	7	-4	i	-8	5	-24	-14	i
COc1cc(C2C(C(C)=O)=C(O)C(=O)N2c2ccc(Br)cn2)ccc1O (stereo not given)	-2	4	6	i	-9	-1	4	6	i
CCOC(=O)c1c(NC(=O)Cn2nc(C(=O)O)c3ccccc3c2=O)sc(C)c1C	1	25	0	i	4	-1	-1	-15	i
CCOc1ccc(C(CC(=O)O)NC(=O)c2cccs2)cc1OC (stereo not given)	2	0	-4	i	-4	-5	-3	-2	i
COc1cc([N+](=O)[O-])ccc1NC(=O)COC(=O)c1n[nH]c2ccccc12	5	8	1	i	-3	-4	3	-1	i
CCCc1nc2oc3c(NCCCN(C)C)ncnc3c2c2c1CCCC2	2	-6	4	.	2	-1	1	-4	i
CCN(CC)S(=O)(=O)c1cccc(NC(=S)NC(=O)/C=C/c2ccc(S(=O)(=O)N3CCOCC3)cc2)c1	-10	14	9	i	-6	-3	-1	35	i
